STK33 kin inh: STK33 kinase inhibitors, primary screen, biochemical, luminescence, ADP-Glo, MBP substrate | Serine/threonine-protein kinase 33 (Homo sapiens), Q9BYT3 | inhibition, % at 12.5 µM | 27,000 compounds, 0.44% hits | AID 2322, 2010; in the data active = inhibition above about 20%
Target sequence (Q9BYT3 whole entry, looked up): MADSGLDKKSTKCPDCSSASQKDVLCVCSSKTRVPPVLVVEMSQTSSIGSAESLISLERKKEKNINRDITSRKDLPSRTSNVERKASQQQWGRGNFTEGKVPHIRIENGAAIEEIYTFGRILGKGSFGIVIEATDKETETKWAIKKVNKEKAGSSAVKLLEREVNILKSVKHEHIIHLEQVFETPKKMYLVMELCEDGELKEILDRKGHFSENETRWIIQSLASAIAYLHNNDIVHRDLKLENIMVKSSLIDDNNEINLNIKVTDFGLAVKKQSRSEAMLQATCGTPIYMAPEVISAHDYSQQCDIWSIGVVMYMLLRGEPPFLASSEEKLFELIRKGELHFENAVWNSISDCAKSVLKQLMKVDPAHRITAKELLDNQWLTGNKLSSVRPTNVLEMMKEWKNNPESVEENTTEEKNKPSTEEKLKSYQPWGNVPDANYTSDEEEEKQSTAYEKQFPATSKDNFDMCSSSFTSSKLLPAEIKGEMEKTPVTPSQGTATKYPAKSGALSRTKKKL
mut p53 react: mutant p53 pathway re-activators, primary screen, cell-based, SW480, luciferase, single point, HTS. AID 624151, 2012. SW480 PUMA-promoter luciferase, p53 mutant reactivation. activation, % at 9.98 µM. 28,000 compounds, 1.5% hits; in the data active = activation above about 52%
* hit, by the source's call; . = not tested or not shown. Only part of the results is shown (hit frequency here may not be typical).

Every second line gives: STK33 kin inh, mut p53 react
> COc1ccc([Si](C)(C)[C@H]2[C@H](CCO)O[C@@]3(C(=O)N(Cc4cccc(NC(C)=O)c4)c4ccccc43)[C@@H]2C)cc1
 : 37.8*, .
> O=C1Nc2ccc(S(=O)(=O)NCc3ccccn3)c3cccc1c23
 : -1.4, -15.1
> O=S(=O)(c1cccc2c(I)cccc12)N1CCCNCC1
 : 7.0, .
> COc1ccc(S(=O)(=O)N(C)C[C@@H]2Oc3ccc(NC(=O)C4CCCCC4)cc3C(=O)N([C@H](C)CO)C[C@@H]2C)cc1
 : ., 9.0
> C[C@@H]1CN([C@H](C)CO)C(=O)Cc2cc(NS(=O)(=O)c3cn(C)cn3)ccc2O[C@H]1CN(C)S(=O)(=O)c1ccc(Cl)cc1
 : ., -2.0
> Cc1noc(C)c1NC(=O)N(C)C[C@@H]1OCCCC[C@H](C)Oc2ccc(NS(C)(=O)=O)cc2C(=O)N([C@@H](C)CO)C[C@H]1C
 : ., -0.6
> COC(=O)c1ccccc1NC(=O)C(C)NS(=O)(=O)c1ccc(F)cc1 (stereo not drawn)
 : -1.6, -8.0
> COc1ccc(NC(=O)Nc2ccc3c(c2)CC(=O)N([C@@H](C)CO)C[C@@H](C)[C@@H](CN(C)S(=O)(=O)c2c(C)noc2C)O3)cc1
 : 3.4, .
> C[C@H](CO)N1C[C@H](C)[C@H](CN(C)S(=O)(=O)c2ccccc2)Oc2ccc(NC(=O)Nc3ccc(C(F)(F)F)cc3)cc2CC1=O
 : 1.8, .
> COc1cc(-c2coc3cc(O[C@@H]4O[C@H](CO)[C@@H](O)[C@H](O)[C@H]4O)c(OC)c(O)c3c2=O)cc(O)c1OC
 : 3.1, .
> C[C@@H]1CN([C@@H](C)CO)C(=O)CCCn2cc(nn2)CO[C@@H]1CN(C)C(=O)NC1CCCCC1
 : -4.5, .
> CCCc1nc(C)c2c(=O)[nH]c(-c3cc(S(=O)(=O)N4CCN(CC)CC4)ccc3OCC)nn12
 : -0.8, .
> C[C@H](CO)N1C[C@H](C)[C@@H](CN(C)C(=O)Nc2cccc3ccccc23)OCc2cn(nn2)CCCC1=O
 : 0.1, -2.9
> Cc1noc(C)c1S(=O)(=O)N(C)C[C@H]1OCc2ccccc2-c2ccccc2C(=O)N([C@H](C)CO)C[C@H]1C
 : ., -7.2
> C[C@@H]1CN([C@@H](C)CO)C(=O)c2cccc(NS(=O)(=O)c3ccc(Cl)cc3)c2O[C@H]1CN(C)C
 : ., 9.6
> NC(=O)c1ccccc1NC(=O)CCCN1C(=O)c2ccccc2C1=O
 : 1.0, -2.4
> CSc1ccccc1NC(=O)CN(c1cccc(F)c1)S(C)(=O)=O
 : -3.6, 0.0
> CC(C)NC(=O)N(C)C[C@H]1OCCCC[C@@H](C)Oc2ccc(NC(=O)CCCN(C)C)cc2C(=O)N([C@@H](C)CO)C[C@@H]1C
 : ., 1.5
> Cc1nc(SCC(=O)Nc2sc3c(c2C#N)CCCC3)nc2c1CCCC2
 : 2.7, -3.6
> CC(=O)N[C@@H](C(=O)O[C@H]1CCC(C)(C)[C@@H]2CCC3=C(COC3=O)[C@@]12C)C(C)C
 : -1.1, 1.7
> CCc1ccc(NC(=O)CSc2nnc(-c3ccc(Br)cc3)o2)cc1
 : -7.1, 48.3
> CC(=O)Oc1cc(C(C)C)c(OCCN(C)C)cc1C
 : -1.1, -3.2
> COc1cc2c(cc1OC)CN(C(=O)CSc1n[nH]c(N)n1)CC2
 : -4.7, -2.0
> CCCNC(=O)N(C)C[C@H]1Oc2ncc(-c3ccccc3)cc2C(=O)N([C@@H](C)CO)C[C@@H]1C
 : ., 9.2
> C[C@H](CO)N1C[C@H](C)[C@@H](CN(C)Cc2ccncc2)OCc2cnnn2CCCC1=O
 : -1.0, -4.6
> C[C@]12CC[C@@H]3c4ccc(O)cc4CC[C@H]3[C@@H]1CCC2=O
 : 2.2, .
> COc1ccc(Cl)cc1NC(=S)NCc1ccccn1
 : -2.4, -9.8
> C[C@@H]1CN([C@H](C)CO)C(=O)CCCn2nncc2CO[C@@H]1CN(C)C(=O)Nc1ccc(C(F)(F)F)cc1
 : 5.5, .
> C[C@@H]1CN([C@@H](C)CO)S(=O)(=O)c2ccc(C#Cc3ccccn3)cc2O[C@@H]1CN(C)CC1CC1
 : ., 20.7
> O=C(C[C@H]1C[C@H]2c3cc(NC(=O)C4CCC4)ccc3O[C@H]2[C@@H](CO)O1)NCc1ccccc1F
 : ., 1.5
> COc1ccc([Si](C)(C)[C@@H]2[C@@H](CCn3cc(CCO)nn3)O[C@]3(C(=O)N(C)c4ccccc43)[C@H]2C)cc1
 : 1.0, .
> C[C@H]1CN([C@@H](C)CO)C(=O)c2cccc(NC(=O)NC3CCCCC3)c2O[C@H]1CN(C)C(=O)Nc1ccccc1
 : ., 1.9
> Cc1noc(C)c1S(=O)(=O)N(C)C[C@@H]1OCCCC[C@@H](C)Oc2ccc(NS(C)(=O)=O)cc2C(=O)N([C@@H](C)CO)C[C@@H]1C
 : ., 1.1
> C[C@H](CO)N1C[C@H](C)[C@H](CN(C)C(=O)Nc2cccc3ccccc23)Oc2ccc(NC(=O)CCN3CCOCC3)cc2CC1=O
 : -1.6, -9.4
> COc1ccc(NC(=O)Nc2ccc3c(c2)C(=O)N([C@H](C)CO)C[C@H](C)[C@H](CN(C)S(=O)(=O)c2cccs2)OCCCC[C@@H](C)O3)cc1
 : -0.3, .
> C[C@@H]1CCCCO[C@H](CN(C)C(=O)c2ccncc2)[C@H](C)CN([C@@H](C)CO)C(=O)c2cc(NS(C)(=O)=O)ccc2O1
 : ., -6.4
> COc1ccc(CN(C)C[C@@H]2Oc3ccc(NS(=O)(=O)c4cccs4)cc3CC(=O)N([C@H](C)CO)C[C@H]2C)cc1
 : -0.7, .
> Cc1nn(Cc2ccc(Br)cc2)c(C)c1NC(=O)Cn1nc(C(F)(F)F)c2c1CCCCC2
 : -7.1, 3.7
> C=CC(C)(C)[C@@]12C[C@H]3C(=O)Nc4ccccc4C(=O)N3[C@@H]1Nc1ccccc12
 : -0.4, -25.8
> Cc1cc(O)cc2c(=O)oc(CC(C)O)cc12 (stereo not drawn)
 : -4.5, -2.2
> C[C@@H]1CN([C@@H](C)CO)C(=O)Cc2cc(NC(=O)Nc3ccc(F)cc3)ccc2O[C@H]1CN(C)CC1CC1
 : ., -2.1
> NC(=O)OCC(COC(N)=O)c1ccccc1
 : -1.9, -1.2
> c1ccc(-c2cnc(SCc3nc4ccccc4[nH]3)[nH]2)cc1
 : -0.7, 8.5
> C[C@H](CO)N1C[C@H](C)[C@@H](CN(C)C(=O)NC2CCCCC2)Oc2ccc(NC(=O)Nc3ccccc3)cc2CC1=O
 : ., 11.2
> C[C@]12CCC3c4ccc(O)cc4CCC3C1CCC2=O (stereo partly drawn)
 : 5.4, .
> C[C@H]1CN([C@@H](C)CO)C(=O)Cc2cc(NS(C)(=O)=O)ccc2O[C@H]1CN(C)Cc1ccc(Oc2ccccc2)cc1
 : -0.3, .
> CC(=O)Nc1cccc(-c2nnc(SCC(=O)Nc3ccc(C(C)=O)cc3)n2C)c1
 : 3.7, 9.2
> CCOc1ccc(NC(=O)CSc2nc(C)nc3sc4c(c23)CCCC4)cc1
 : 4.4, -7.6
> C[C@H](CO)N1C[C@H](C)[C@H](CN(C)C(=O)Nc2cccc3ccccc23)Oc2ncc(C#CC(C)(C)O)cc2C1=O
 : -0.4, .
> C[C@@H]1CN([C@H](C)CO)C(=O)c2cc(NC(=O)c3ccncc3)ccc2O[C@H]1CN(C)Cc1ccc(-c2ccccc2)cc1
 : ., -20.7
> CSC(=O)OCC1=C[C@H](O)[C@@H]2C(C(=O)O)=CO[C@@H](OC3OC(CO)C(O)C(O)C3O)[C@H]12 (stereo partly drawn)
 : -1.9, -6.2
> COc1ccc(C(=O)O)cc1NC(=S)NC(=O)COc1ccc(Br)cc1
 : -1.6, 4.2
> COc1ccccc1CN(C)C[C@@H]1OCc2ccccc2-c2ccccc2C(=O)N([C@H](C)CO)C[C@@H]1C
 : ., 5.1
> COC(=O)c1ccccc1NC(=O)COc1c(Cl)cc(Cl)c2ccccc12
 : -0.6, -16.9
> COc1ccc(NC(=O)CNS(=O)(=O)c2ccccc2)cc1Cl
 : 3.2, 13.9
> C[C@H](CO)N1C[C@H](C)[C@H](CN(C)Cc2ccc(-c3ccccc3)cc2)Oc2ccc(NC(=O)Nc3ccc4c(c3)OCO4)cc2CC1=O
 : 4.7, .
> Cc1cccc(OCC(=O)Nc2ccccc2N2CCN(S(C)(=O)=O)CC2)c1C
 : -2.1, -11.1
> CC(C)NC(=O)Nc1ccc2c(c1)CC(=O)N([C@H](C)CO)C[C@@H](C)[C@@H](CN(C)C(=O)NC1CCCCC1)O2
 : -2.0, .
> C[C@@H]1CCCCO[C@@H](CN(C)C)[C@@H](C)CN([C@H](C)CO)C(=O)c2cc(NS(=O)(=O)c3ccc(Cl)cc3)ccc2O1
 : -1.6, -9.4
> C[C@H]1CN([C@@H](C)CO)C(=O)c2cc(NC(=O)Nc3cccc4ccccc34)ccc2O[C@H]1CN(C)S(=O)(=O)c1cccs1
 : 1.8, .

New compounds follow:
Every second line gives: STK33 kin inh, mut p53 react
> C[C@@H]1CCCCO[C@@H](CN(C)C(=O)Nc2ccc(C(F)(F)F)cc2)[C@H](C)CN([C@@H](C)CO)C(=O)c2cc(NC(=O)CCC(F)(F)F)ccc2O1
 : ., -40.6
> C[C@@H]1CN([C@@H](C)CO)C(=O)Cc2cc(NC(=O)c3ccncc3)ccc2O[C@@H]1CN(C)Cc1ccc(C(=O)O)cc1
 : 8.5, .
> C[C@@H]1CCCCO[C@H](CN(C)C(=O)Nc2ccccc2)[C@H](C)CN([C@H](C)CO)C(=O)c2cc(NC(=O)c3ccccc3)ccc2O1
 : ., -15.1
> C[C@H]1CN([C@@H](C)CO)C(=O)CCCn2cc(nn2)CO[C@@H]1CN(C)Cc1ccc2c(c1)OCO2
 : -1.7, -4.1
> CCCC#Cc1cnc2c(c1)C(=O)N([C@@H](C)CO)C[C@H](C)[C@@H](CN(C)C(=O)c1cnccn1)O2
 : ., 20.6
> C[C@@H]1CN([C@@H](C)CO)C(=O)CCCn2cc(nn2)CO[C@H]1CN(C)C(=O)Nc1ccc2c(c1)OCO2
 : -0.6, 7.0
> C[C@H](CO)N1C[C@H](C)[C@H](CN(C)S(=O)(=O)c2ccc(-n3cccn3)cc2)OCc2cnnn2CCCC1=O
 : 5.2, .
> COc1cccc(C#Cc2cnc3c(c2)C(=O)N([C@H](C)CO)C[C@H](C)[C@@H](CN(C)C)O3)c1
 : ., 5.1
> C[C@@H]1CCCCO[C@@H](CN(C)S(C)(=O)=O)[C@@H](C)CN([C@H](C)CO)C(=O)c2cc(NS(=O)(=O)c3ccc(F)cc3)ccc2O1
 : 0.5, .
> COc1ccc([N+](=O)[O-])cc1NC(=O)CS(=O)(=O)Cc1ccccc1
 : 0.9, 6.0
> C[C@H]1CN([C@@H](C)CO)C(=O)c2cc(C#CC3CCCCC3)cnc2O[C@H]1CN(C)Cc1cccnc1
 : ., 4.0
> C[C@H](CO)N1C[C@H](C)[C@@H](CN(C)C(=O)c2ccncc2)OCCCC[C@H](C)Oc2ccc(NC(=O)CCC(F)(F)F)cc2C1=O
 : ., -1.6
> C[C@H](CO)N1C[C@H](C)[C@@H](CN(C)Cc2ccc(C(F)(F)F)cc2)Oc2ccc(NC(=O)Cc3ccccc3)cc2CC1=O
 : ., -1.6
> CC(C)=CCc1c(O)ccc2c1OC(c1ccc(O)c(O)c1)CC2=O (stereo not drawn)
 : 4.7, -8.2
> Cc1sc2nc(SCC(=O)NCC3CCCO3)n(-c3ccccc3)c(=O)c2c1C (stereo not drawn)
 : -1.6, 3.3
> O=C(C1=C[C@@H](c2ccc3c(c2)Cc2ccccc2-3)C[C@@H](OCCCCO)O1)N1CCCCC1
 : -3.0, .
> COc1ccc(OC)c(S(=O)(=O)N2CCC(C(=O)Nc3ccccc3SC)CC2)c1
 : -2.2, -4.1
> CC(=O)Nc1nonc1-c1nc2ccccc2n1Cc1cccc2ccccc12
 : -0.2, -54.8
> CCc1cc(C(=O)OC)c(NC(=O)c2cc(-c3ccccn3)nc3ccc(Cl)cc23)s1
 : 0.9, -15.6
> Cc1ccc2nc(-c3cccnc3)cc(C(=O)Nc3ccc(CC(=O)O)cc3)c2c1
 : -1.9, -19.4

In the list so far, 3 contain bromine:
Every second line gives: STK33 kin inh, mut p53 react
> CCc1ccc(NC(=O)CSc2nnc(-c3ccc(Br)cc3)o2)cc1
 : -7.1, 48.3
> Cc1nn(Cc2ccc(Br)cc2)c(C)c1NC(=O)Cn1nc(C(F)(F)F)c2c1CCCCC2
 : -7.1, 3.7
> COc1ccc(C(=O)O)cc1NC(=S)NC(=O)COc1ccc(Br)cc1
 : -1.6, 4.2

Next part
Every second line gives: STK33 kin inh, mut p53 react
> C[C@H](CO)N1C[C@H](C)[C@H](CN(C)Cc2ccc(C(F)(F)F)cc2)Oc2c(cccc2N(C)C)C1=O
 : ., -5.1
> O=C(CC1(O)C(=O)Nc2ccc(F)cc21)c1ccco1 (stereo not drawn)
 : -1.5, -10.7
> C[C@@H]1CN([C@H](C)CO)C(=O)c2cccc(N(C)C)c2O[C@H]1CN(C)Cc1ccccc1
 : ., 1.5
> Cc1c(NC(=O)CN2C(=O)c3cccc4cccc2c34)c(=O)n(-c2ccccc2)n1C
 : 0.1, 1.3
> COc1ccc([Si](C)(C)[C@H]2[C@H](CCO)O[C@@]3(C(=O)N(c4ccccc4)c4ccccc43)[C@@H]2C)cc1
 : 11.2, .
> C[C@H](CO)N1C[C@H](C)[C@@H](CN(C)Cc2cccc3c2OCCCO3)OCc2cnnn2CCCC1=O
 : 3.4, .
> Cc1noc(C)c1NC(=O)Nc1ccc2c(c1)CC(=O)N([C@H](C)CO)C[C@H](C)[C@H](CN(C)Cc1ccc(C(=O)O)cc1)O2
 : -2.1, .
> O=C(CCN1C(=O)c2ccccc2C1=O)Nc1cccc(O)c1
 : 0.5, 18.6

Reprinted at random: two entries already listed.
Every second line gives: STK33 kin inh, mut p53 react
> C[C@H](CO)N1C[C@H](C)[C@H](CN(C)Cc2ccc(C(F)(F)F)cc2)Oc2c(cccc2N(C)C)C1=O
 : ., -5.1
> C[C@@H]1CN([C@H](C)CO)C(=O)c2cccc(N(C)C)c2O[C@H]1CN(C)Cc1ccccc1
 : ., 1.5

Screens deposited in PubChem by Broad Institute.
